Compound activity from PubChem.
D3 antag – antagonists of human D3 dopamine receptor | P35462 | D3R cells, DiscoveRx beta-arrestin luminescence, antagonist mode; stronger effect = lower value | max response, negative = inhibition, % | 360,000 tested, 2.5% active | AID 652054; in the data active = max response below about -50%; inconclusive = no clear call, values can overlap the other calls; also: % is scaled to controls: 0 for no effect and ±100 for the full control effect; mostly tested at two doses, the higher about 12 µM
Target sequence (P35462 whole entry, looked up): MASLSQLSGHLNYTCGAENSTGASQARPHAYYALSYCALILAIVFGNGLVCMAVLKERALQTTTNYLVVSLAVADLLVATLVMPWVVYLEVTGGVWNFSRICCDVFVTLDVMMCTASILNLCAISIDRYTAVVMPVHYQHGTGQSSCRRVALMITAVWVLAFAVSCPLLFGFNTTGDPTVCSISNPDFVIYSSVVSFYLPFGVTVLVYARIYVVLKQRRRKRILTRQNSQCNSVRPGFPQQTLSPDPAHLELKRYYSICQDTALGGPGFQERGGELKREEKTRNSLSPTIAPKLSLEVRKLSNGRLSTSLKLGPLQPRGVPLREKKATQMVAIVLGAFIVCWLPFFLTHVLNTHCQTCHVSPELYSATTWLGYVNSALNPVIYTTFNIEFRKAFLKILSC
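Cells plated overnight at 1500 cells/well, then exposed to library compounds with dopamine controls for 90 minutes at 37 degrees C. DiscoveRx reagent added for 30–60 minutes at room temperature; luminescence read, quantitative HTS format.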
CCT modulator – changes cytosolic chaperonin activity; AID 651819; activity change, % (concentration not given with the values), hits read low; purified chaperonin ATPase assay, HTRF ADP detection, 30 min; 360,000 tested, 0.3% active; in the data active = activity change below about -30%; also: % is scaled to controls: 0 for no effect and ±100 for the full control effect
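Nucleotide hydrolysis assay: TRiC at 20–40 nM final (set by batch activity) with 10 uM ATP, 30 min at 37 °C, in presence of 76 uM compound. Detection by competitive ADP HTRF, 30 min ambient.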
EPAC2 ag – agonists of human EPAC2 (RAPGEF4) | Q8WZA2 | EPAC2 activation, biochemical qHTS; response scale: 100% = 6.5 mM cAMP response | Potency, µM (titrated, usually from 154 µM), without a hit: top-dose activation, usual class: activators | 360,000 tested, 0.079% active; also: potency is read from the fitted curve at half-maximal effect; nearly all actives have a fitted effect of over 50% in size
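In this primary screen, activation is scored as increased exchange of BODIPY-GDP from Rap1B by 100 nM EPAC2, with 50 uM GDP as competitor. Signal is normalized to the 6.5 mM cAMP agonist control.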
Akt phos inh – Akt phosphorylation inhibition; activity change, % for hits at 50 µM; Neuro2A IGF-stimulated pAkt S473 HTRF, 20 min; stronger effect = lower value; 360,000 tested, 0.32% active; AID 651550; in the data active = activity change below about -80%; inconclusive = mostly about -51% to -80%; also: % is scaled to controls: 0 for no effect and ±100 for the full control effect
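Neuro2A cells (4,500/well, DMEM with 0.5% FBS) were treated with compound at a single 50 µM final concentration, stimulated with 6 nM IGF for 20 min at 37 °C, and lysed. Phospho-Akt Ser473 was read by HTRF as 665/615 ratio ×10^4.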
MmCpn inh – blocks the Methanococcus maripaludis chaperonin Mm-Cpn; purified Mm-Cpn ATPase, ADP Transcreener TR-FRET; Potency, µM (doses to about 76.9 µM), inactives show at the top dose activity, negative = inhibition, usual class: inhibitors; 330,000 tested, 0.031% active; AID 504842; also: potency is read from the fitted curve at half-maximal effect; % is scaled to controls: 0 for no effect and ±100 for the full control effect; nearly all actives have a fitted effect of over 80% in size
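Eu-cryptate anti-ADP/ADP-d2 competition gives a ratio inversely related to ADP. Enzyme at 25 nM was pre-exposed to compound for 10 min, then given 10 uM ATP for 30 min, 37°C throughout.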
PTHR1 ag – activates the human parathyroid hormone receptor PTHR1 | HEK293 GP2 PTHR1 cells, GloSensor cAMP luminescence, 1 h | Potency, µM (top dose mostly 115 µM), inactives show at the top dose activation, hits mostly activators | 410,000 tested, 0.075% active; also: potency is read from the fitted curve at half-maximal effect; nearly all actives have a fitted effect of over 55% in size; some results filed as inactive show a strong effect at the top dose; inactives centre near -15; many of its hits are not listed in these tables
Target sequence (Q03431 whole entry, looked up): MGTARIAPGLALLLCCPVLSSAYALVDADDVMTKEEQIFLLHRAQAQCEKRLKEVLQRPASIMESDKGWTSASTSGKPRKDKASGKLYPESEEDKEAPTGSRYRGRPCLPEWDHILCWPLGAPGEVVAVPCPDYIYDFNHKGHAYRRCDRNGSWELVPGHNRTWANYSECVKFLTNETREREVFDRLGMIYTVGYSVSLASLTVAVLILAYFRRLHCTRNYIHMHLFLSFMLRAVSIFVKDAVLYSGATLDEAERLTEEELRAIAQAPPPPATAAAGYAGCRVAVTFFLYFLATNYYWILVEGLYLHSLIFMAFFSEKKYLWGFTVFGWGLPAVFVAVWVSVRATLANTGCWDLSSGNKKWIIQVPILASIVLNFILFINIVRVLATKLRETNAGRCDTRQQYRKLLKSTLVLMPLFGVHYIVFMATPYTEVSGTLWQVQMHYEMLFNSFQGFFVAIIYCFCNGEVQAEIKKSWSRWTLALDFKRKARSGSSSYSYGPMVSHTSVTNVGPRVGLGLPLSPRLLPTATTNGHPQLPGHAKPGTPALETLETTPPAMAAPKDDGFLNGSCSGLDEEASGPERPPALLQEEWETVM
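HEK-293-derived GP2 cells expressing PTHR1 and a GloSensor cAMP reporter, 3,000/well, plated overnight, given luciferin plus IBMX (each 0.5 mM as added) for 1 h at 37 °C, then compound for 1 h at 37 °C. Luminescence was read after 15 min at room temperature.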
EPAC2 antag – antagonists of human EPAC2. EPAC2 GEF exchange of Rap1B-BODIPY-GDP, fluorescence. Q8WZA2. 360,000 tested, 0.18% active. Potency, µM (series often up to 114 µM), for inactives: at the highest dose activity, negative = inhibition, hits mostly inhibitors; also: potency is read from the fitted curve at half-maximal effect; % is scaled to controls: 0 for no effect and ±100 for the full control effect; nearly all actives have a fitted effect of over 45% in size; many of its hits are not listed in these tables
D3 ag – activates the human D3 dopamine receptor; P35462; D3R DiscoveRx beta-arrestin cells, luminescence, 90 min; max activation, %; 410,000 tested, 0.58% active; AID 652048; in the data active = max activation above about 30%; also: 0% is about no effect; mostly tested at two doses, the higher about 12 µM
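Agonist-mode cell screen: cells plated at 1500/well and incubated overnight at 37 °C, then exposed to library compounds for 90 min at 37 °C. Detection reagent was added for 30–60 min at room temperature, and luminescence was read.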
* = called active by the depositor; i = inactive; ? = inconclusive; nt = not tested or not shown; [ ] = another dose, or the depositor's remark. Unless noted, calls follow the shape of the dose curve; as a rule, active = well fitted curve in the direction sought with a large enough effect; inconclusive = small, poorly fitted or top-dose-only effect, or another doubt; inactive = no such curve, though single readings can be large; an effect the other way counts as inactive or inconclusive.

The opening three records, ahead of the listing:
molecule | D3 antag | CCT modulator | EPAC2 ag | Akt phos inh | MmCpn inh | PTHR1 ag | EPAC2 antag | D3 ag
CC1=C(N2CCN(c3ncccn3)CC2)CCC1=O | -6 | 0.1 | 4% | i | nt | i | 9% | 2
O=C(O)COc1ccc(-c2nnn(Cc3ccccc3F)n2)cc1 | 15 | 1.4 | -1% | i | 3% | -12% | 11% | -6
CCc1cccc(CC)c1NC(=O)C1CSC2(C)CCC(=O)N12 (configuration not stated) | 3 | -3.6 | -1% | i | 1% | i | -1% | 4

The whole of this part (from the top)
molecule | D3 antag | CCT modulator | EPAC2 ag | Akt phos inh | MmCpn inh | PTHR1 ag | EPAC2 antag | D3 ag
CC1=C(N2CCN(c3ncccn3)CC2)CCC1=O | -6 | 0.1 | 4% | i | nt | i | 9% | 2
O=C(O)COc1ccc(-c2nnn(Cc3ccccc3F)n2)cc1 | 15 | 1.4 | -1% | i | 3% | -12% | 11% | -6
CCc1cccc(CC)c1NC(=O)C1CSC2(C)CCC(=O)N12 (configuration not stated) | 3 | -3.6 | -1% | i | 1% | i | -1% | 4
Cc1cc(NC(=O)CSc2nnc(C3CC3)n2-c2ccccc2)no1 | -3 | -6.5 | -8% | i | 1% | i | 1% | 1
O=C(O)CSC1=NC(=Nc2cccc(Cl)c2)C2(CCCCC2)N1c1ccccc1 | -12 | -0.4 | -3% | i | 2% | -18% | 7% | -2
CC(C)n1c(CNC(=O)c2ccccc2F)nnc1SCC(=O)NC1CCCCC1 | 5 | 0.5 | -6% | i | nt | -17% | 5% | 3
COCc1cc(C)nc(SCC(=O)Nc2cccc(C)c2)c1C#N | 5 | -0.8 | 1% | i | -23% | -2%[57.5 µM] | 12% | -3
COc1ccc(NC(=O)CC2SC(=O)NC2=O)cc1 (configuration not stated) | -7 | 0.3 | 0% | i | -1% | i | 0% | 2
COC(=O)CN1C(c2ccccc2O)Nc2ccc(Br)cc2C1c1ccccc1 (configuration not stated) | -17 | 3.1 | 5% | i | -1% | -7% | -11% | 2
C[C@@H](C(=O)Nc1ccc2ccccc2c1)[C@H]1C[C@]1(C)[C@H](NC(=O)c1cccnc1)c1ccccc1 | -50* | 0.4 | 20% | i | 1% | -16% | 0% | 0
COc1ccc(N2CCN(C3CC(=O)NC3=O)CC2)cc1 (configuration not stated) | 5 | -1.6 | 6% | i | 2% | i | 8%[57.1 µM] | 3
COc1c(Cl)cc(Cl)cc1CNCCO | -12 | -1.9 | 13% | i | 0% | i | 9% | -7
NC(=O)[C@H]1CC2(CC(c3cccc(NC(=O)[C@H]4CCC(=O)N4)c3)=NO2)CN1C(=O)c1ccccc1C(=O)c1ccccc1 (some centres not stated) | -28 | 1.9 | 7% | i | 0% | -3% | -6% | -14
O=C(NCCC(=O)N1CCCCC1)c1ccccc1Cl | -9 | -2.6 | -1% | i | -3% | i | 7% | -6
O=[N+]([O-])c1ccc2oc(C(O)c3cccc(Cl)c3)cc2c1 (configuration not stated) | -18 | -1.1 | 23% | i | 0% | i | -26% | -13
COc1ccc(-c2nc(CCl)cs2)cc1 | -10 | -2.8 | 7% | i | -2% | -49%[inhibitor] | -18% | 1
COc1ccc(CNc2nccs2)cc1OC | 3 | -1.4 | 5% | i | -1% | i | 2% | 1
CCc1ccc(NC(=O)CNC(=O)Cn2ccc3ccccc3c2=O)cc1 | 7 | -1.8 | 0% | i | -1% | -15% | -9% | 1
NS(=O)(=O)c1ccc(CCNC(=O)C2CCCN2S(=O)(=O)c2cccc3nsnc23)cc1 (configuration not stated) | -18 | -1.0 | 1% | i | 2% | -23% | 15% | -8
CCOc1ccc(S(=O)(=O)NCCC(=O)OC(C)C(=O)N2CCc3ccccc32)cc1 (configuration not stated) | -9 | -1.7 | -4% | i | 1% | -21% | -16% | 1
CC(C)(C)NS(=O)(=O)c1ccc(CCC(=O)NCc2ccco2)cc1 | 13 | 3.8 | 3% | i | 0% | -24%[57.5 µM] | 1% | -1
CCOC(=O)C(C)CC(C)C(=O)N1CCOCCOCCN(C(=O)C(C)CC(C)C(=O)OCC)CCOCC1 (configuration not stated) | 0 | -0.3 | 8% | i | 1% | i | -2% | -3
O=C(Cn1cnc2ccccc2c1=O)Nc1nnc(SCc2ccccc2)s1 | -14 | 3.0 | -2% | i | -18% | i | 17% | 7
CCc1ccc(N(C)S(=O)(=O)c2ccc3[nH]cc(C(=O)NCCN4CCOCC4)c(=O)c3c2)cc1 | ? | -1.3 | 4% | nt | 1% | -3%[57.5 µM] | 3% | -14
COc1cccc(C(=O)NC2=NCCS2)c1 | -6 | -5.1 | 0% | i | -1% | -19% | 4% | 1
Cc1onc(-c2c(F)cccc2Cl)c1C(=O)NC1CCSC1=O (configuration not stated) | -10 | 0.3 | -5% | i | 1% | i | 4% | 0
CCOc1ccccc1NC(=S)N1CCN(c2ccccc2F)CC1 | -25 | -2.7 | 12% | i | 1% | -3% | -8% | -12
COc1cc(OC)cc(C(=O)N[C@H](C(=O)Nc2nc(-c3cc(OC)ccc3OC)cs2)C(C)C)c1 | -11 | -0.4 | 2% | i | -9% | i | -8% | -8
COc1cc2nc(=S)n3[nH]c(COc4ccccc4C)nc3c2cc1OC | 1 | -3.6 | 6% | i | 0% | i | -2% | 2
O=C(CC1C(=O)NCCN1Cc1cccc(C(F)(F)F)c1)NC1CCCCCC1 (configuration not stated) | 9 | -0.9 | -17% | i | 0% | -9% | -26% | 3
O=C(Nc1cnc2ccccc2c1)c1cccnc1 | 15 | 1.0 | 8% | i | -3% | -38%[inhibitor] | 3% | -4
CCOc1ccc2c(c1)OC1(CCC(C)C1)CC2=O (configuration not stated) | ? | 1.0 | 5% | i | nt | i | -14% | -4
CCc1nc2ccc(C(=O)N(C)CCCN(C)C)cn2c1N(C)Cc1cc2ccccc2s1 | 7 | -1.9 | 0% | i | nt | i | 0% | -2
CC1=CCC2C(=O)N(c3cccc(C(=O)Nc4ccccc4Cl)c3)C(=O)C2C1 (configuration not stated) | 7 | -2.3 | 9% | i | 3% | i | 9% | 14
CC1(C(=O)Nc2ccc3c(c2)OCCO3)CN(S(C)(=O)=O)CC(=O)N1Cc1cccc(C(F)(F)F)c1 (configuration not stated) | 5 | nt | 5% | i | nt | -23% | 0% | -5
COc1ccc2[nH]c3c(c2c1)CCN1C(=O)N([C@@H](C)C(=O)NCc2c(F)cccc2Cl)C(=O)[C@]31C | ? | -1.6 | 12% | i | 0% | -43%[inhibitor] | -33% | -33
CCOC(=O)C(=O)NNc1ccc(F)cc1 | 8 | 2.4 | 2% | i | 0% | i | -10% | 3
COc1cccc(/C=C/C(=O)NCCc2ccc3c(c2)OCCO3)c1 | -14 | -0.9 | -4% | i | -1% | i | -1% | -5
COc1ccc(N2CCN(C(=O)c3ccc(CS(=O)Cc4ccc(C)cc4)o3)CC2)cc1 (configuration not stated) | 3 | -1.4 | 2% | i | 3% | -31%[inhibitor] | -7% | 1
CCN(C(=O)Cn1nc(C)c([N+](=O)[O-])c1C)C1CCS(=O)(=O)C1 (configuration not stated) | 0 | 1.5 | 4% | i | -3% | -81%[inhibitor] | 0% | -1
COc1cccc2c1C(=O)c1c(O)c3c(c(O)c1C2=O)CC(O)(C(=O)CO)CC3OC1CC(N(C)C)C(O)C(C)O1 (configuration not stated) | -24 | -4.0 | -3% | i | nt | i | 12% | -9
Cc1cccc(Nc2nc(N)nc(CN3CCC(C)CC3)n2)c1C | -4 | -0.3 | -5% | i | -2% | -22% | -1% | -14
CN(Cc1ccccc1F)C(=O)c1ccc(NS(=O)(=O)c2ccc3[nH]c(=O)[nH]c3c2)cc1 | 7 | -1.2 | 5% | i | 0% | i | 4% | -2
O/N=C/c1cn(-c2ccccc2)nc1-c1ccc2c(c1)OCCO2 | 28 | -0.2 | 14% | i | 4% | -4% | -4% | 4
CCc1ccccc1OCC(=O)NC1CCCC1 | -21 | -1.2 | -9% | i | -3% | -16% | -12% | -5
O=S(=O)(c1ccc2ncn(O)c2c1)N1CCOCC1 | -9 | -2.9 | 9% | i | 0% | 16% | 9% | -11
O=C(NC(=S)N1CC=CCC1)c1ccccc1 | 23 | 0.1 | 4% | i | nt | -23% | -11% | 0
O=C(c1ccc(NC(=S)Nc2ccc(F)cc2F)cc1)N1CCOCC1 | 36 | -3.2 | 1% | i | -3% | -14% | -1% | 2
Cc1cc(C)n(-c2ccc(C(=O)Nc3sccc3C(N)=O)cc2)n1 | 3 | 5.6 | 1% | i | -4% | -23%[57.5 µM] | 0% | 1
O=C(Nc1nc(-c2ccccn2)cs1)c1cc(Cl)ccc1[N+](=O)[O-] | -22 | -0.8 | -3% | i | 0% | -2% | 2% | -5
Cc1oc2cc3c(C(=O)N4CCCCC4)c(C)oc3cc2c1C(=O)N1CCCCC1 | 17 | -4.1 | -20% | i | 1% | -11% | 7% | 11
Cc1nn(Cc2ccc([N+](=O)[O-])cc2)c(=O)n1N(C)c1ncc(C(F)(F)F)cc1Cl | -6 | -1.9 | 4% | i | 0% | -20% | -2% | 1
O=C1C=C(c2cccc3c2oc2ccccc23)C[C@@H](c2ccc(F)cc2)C1 | -20 | -4.2 | 5% | i | 2% | 0% | -1% | -28
C=CCNc1nc(Nc2ccc([N+](=O)[O-])cc2)nc(OC)n1 | -20 | -0.7 | 5% | i | 0% | i | 5% | -3
CCOC(=O)CN1C(=O)C2Cc3ccccc3CN2C1=S (configuration not stated) | 0 | 0.8 | 4% | i | -2% | -17%[57.5 µM] | 6% | -5
CCS(=O)(=O)N1CCN(C2Cc3ccccc3C2)CC1 | -19 | -1.2 | 7% | i | -1% | i | 3% | 2
COc1ccc(CCn2c(C3CCCCC3)nc3c(c(=O)c4ccccc4n3C)c2=O)cc1OC | 3 | 0.9 | 2% | i | -1% | 27% | 5% | -7

This is a subset; the hit share may differ from the screen's.
